# IDE exosite inh = exo-site inhibitors of human IDE, primary screen, biochemical, fluorescence anisotropy, probe displacement. Insulin-degrading enzyme (Homo sapiens), P14735. purified IDE, FL-6b probe fluorescence polarization; hits give low values. z-score at 20 µM. 6.3% of 17,000 active;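 active = z-score of -3 or lower, meaning strong loss of probe binding signal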;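 also: His-tagged human IDE residues 42-1019 made in E. coli with 30 nM FL-6b probe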
# Target sequence (P14735 42-1019 limits assumed): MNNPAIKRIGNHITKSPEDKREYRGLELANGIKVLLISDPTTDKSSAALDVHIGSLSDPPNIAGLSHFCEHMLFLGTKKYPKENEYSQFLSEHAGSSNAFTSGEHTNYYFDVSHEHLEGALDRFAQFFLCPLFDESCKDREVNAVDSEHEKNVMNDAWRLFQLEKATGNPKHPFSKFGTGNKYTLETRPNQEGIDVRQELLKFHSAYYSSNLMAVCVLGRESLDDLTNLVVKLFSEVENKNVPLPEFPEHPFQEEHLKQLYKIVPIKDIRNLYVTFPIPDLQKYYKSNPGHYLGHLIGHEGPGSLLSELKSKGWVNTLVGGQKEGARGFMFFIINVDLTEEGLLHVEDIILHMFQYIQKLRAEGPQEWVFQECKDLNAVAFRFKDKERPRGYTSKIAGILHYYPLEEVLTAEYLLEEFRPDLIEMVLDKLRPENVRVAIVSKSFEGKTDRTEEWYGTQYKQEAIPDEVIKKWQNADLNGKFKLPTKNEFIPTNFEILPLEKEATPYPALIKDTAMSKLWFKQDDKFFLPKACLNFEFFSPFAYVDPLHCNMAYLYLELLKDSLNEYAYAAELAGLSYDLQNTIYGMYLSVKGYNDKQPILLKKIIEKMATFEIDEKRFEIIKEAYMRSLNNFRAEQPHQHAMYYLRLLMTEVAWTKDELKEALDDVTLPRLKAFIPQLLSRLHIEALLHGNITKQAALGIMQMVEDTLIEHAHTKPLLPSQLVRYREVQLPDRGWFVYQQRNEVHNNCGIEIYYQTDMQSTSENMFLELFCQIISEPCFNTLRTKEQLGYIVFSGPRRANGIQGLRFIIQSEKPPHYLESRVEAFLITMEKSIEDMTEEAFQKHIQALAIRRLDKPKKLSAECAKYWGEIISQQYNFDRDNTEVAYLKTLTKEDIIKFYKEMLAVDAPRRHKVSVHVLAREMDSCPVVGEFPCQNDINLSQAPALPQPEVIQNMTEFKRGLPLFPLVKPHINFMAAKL
# An asterisk follows results filed as active; & = joins results of further samples. The list is partial; count on the stated rates, not on these rows.
# A first look (4 entries):
IDE exosite inh | SMILES
1 | C[C@H](NC(=O)[C@H]1[C@H](CO)[C@H]2Cn3c(cccc3=O)[C@H]2N1CCC(F)(F)F)c1ccccc1
-2.8 | O=C(c1cccc(F)c1)N1CC2(C1)[C@@H](c1ccccc1)[C@@H](CO)N2C(=O)C1CCCCC1
3.3 | O=C(c1ccncc1)N1CC(=O)N2[C@@H](CO)[C@@H](c3ccc(-c4ccccc4)cc3)[C@@H]2C1
-0.41 | CCCC#Cc1ccc([C@H]2[C@H](CO)N3CCCCN(Cc4ccncc4)C[C@@H]23)cc1

# Main list (from the top)
IDE exosite inh | SMILES
1 | C[C@H](NC(=O)[C@H]1[C@H](CO)[C@H]2Cn3c(cccc3=O)[C@H]2N1CCC(F)(F)F)c1ccccc1
-2.8 | O=C(c1cccc(F)c1)N1CC2(C1)[C@@H](c1ccccc1)[C@@H](CO)N2C(=O)C1CCCCC1
3.3 | O=C(c1ccncc1)N1CC(=O)N2[C@@H](CO)[C@@H](c3ccc(-c4ccccc4)cc3)[C@@H]2C1
-0.41 | CCCC#Cc1ccc([C@H]2[C@H](CO)N3CCCCN(Cc4ccncc4)C[C@@H]23)cc1
2.6 | O=C(Cc1ccccc1)N1C[C@H]2[C@@H](c3ccccc31)[C@@H](CO)N2S(=O)(=O)c1ccccc1
0.68 | CCc1cnc(N2[C@H](C#N)[C@H](c3ccc(-c4cccc(F)c4)cc3)[C@@H]2CO)s1
1.5 | Cc1ccc(S(=O)(=O)N2[C@@H]3CNC[C@H]2C3c2ccc(-c3ccc(C#N)cc3)cc2)cc1 (some centres not stated)
-2.9 | O=C(c1cnccn1)N1CC(=O)N2[C@H](C1)[C@@H](c1ccc(C#CCc3ccccc3)cc1)[C@@H]2CO
-0.41 | CC(=O)NC[C@H]1[C@@H](c2ccc(-c3cccc(F)c3)cc2)[C@H](CO)N1C(C)=O
-0.31 | CC(=O)N1CC(=O)N2[C@H](CO)[C@@H](c3ccc(-c4ccc(C#N)cc4)cc3)[C@H]2C1
3 | O=C(CC(F)(F)F)N1C[C@H]2[C@@H](c3ccccc31)[C@@H](CO)N2C(=O)c1ccncc1
-1.4 | CCCNC(=O)N(C)C[C@@H]1Oc2cc(C#C[C@H](C)O)ccc2S(=O)(=O)N([C@H](C)CO)C[C@H]1C
-0.11 | C[C@H]1CN([C@@H](C)CO)C(=O)CCCn2nncc2CO[C@@H]1CN(C)S(=O)(=O)c1cn(C)cn1
3 | O=C(NC[C@H]1N[C@H](CO)[C@@H]1c1ccc(C2=CCCCC2)cc1)C1CCCC1
-3.7* | CCCNC(=O)N1CC(=O)N2[C@H](CO)[C@@H](c3ccc(C#Cc4cccc(F)c4)cc3)[C@H]2C1
1.4 | C/C=C/c1ccc([C@H]2[C@@H](C#N)N(c3nc(CC)cs3)[C@@H]2CO)cc1
0.68 | C/C=C/c1ccc([C@@H]2[C@@H](CO)N(C(=O)C3CCC3)[C@H]2CN(CC)C(=O)CC)cc1
0.68 | O=C1CNC[C@H]2[C@@H](c3ccc(C#CC4CCCCC4)cc3)[C@@H](CO)N12
-1.9 | COc1cc(CN2CC3(CN(C(=O)Nc4c(C)noc4C)C3)c3c([nH]c4cc(OC)ccc34)[C@@H]2CO)cc(OC)c1
-1.1 | CCCNC(=O)NC[C@@H]1[C@H](c2ccc(C3=CCCCC3)cc2)[C@@H](CO)N1C(C)=O
-0.41 | COc1ccc(NC(=O)N[C@@H]2CC[C@@H](CCNC(=O)CN3CCOCC3)O[C@@H]2CO)cc1
2.3 | N#C[C@@H]1[C@H](c2ccc(-c3cccc(F)c3)cc2)[C@H](CO)N1S(=O)(=O)c1cccc(F)c1
-1.6 | CO[C@H]1CN(C)C(=O)c2ccc(NS(C)(=O)=O)cc2OC[C@H](C)N(C(=O)CN(C)C)C[C@H]1C
1.1 | O=C(c1ccccc1F)N1CC(=O)N2[C@H](CO)[C@@H](c3ccc(C#Cc4ccccc4)cc3)[C@H]2C1
-1.8 | CCCN1[C@H](CO)[C@H](c2ccc(C3=CCCC3)cc2)[C@H]1CNC(=O)NC(C)C
-0.89 | CN1C(=O)c2cc(NS(=O)(=O)c3cccc(F)c3)ccc2OC[C@H]2O[C@H](CC(=O)N3CCc4ccccc4C3)CC[C@H]21
-0.044 | C[C@H](CO)N1C[C@H](C)[C@@H](CN(C)C(=O)Nc2cccc(F)c2)Oc2cc(C#CC3(O)CCCC3)ccc2S1(=O)=O
-0.91 | COc1ccc(-c2ccc([C@@H]3[C@@H](CO)N4C(=O)CN(C(=O)C5CCCC5)C[C@@H]34)cc2)cc1
4.2&-1.2 | Cc1ccc(S(=O)(=O)N2C[C@@H]3N[C@H](C2)C3c2ccc(/C=C/c3ccccc3)cc2)cc1 (some centres not stated)
-0.59 | C[C@H](CO)N1C[C@H](C)[C@@H](CN(C)C(=O)C2CCOCC2)Oc2ncc(-c3cccc(C#N)c3)cc2C1=O
-1.9 | CN1CCN(C(=O)C[C@H]2C[C@@H]3c4cc(NS(C)(=O)=O)ccc4O[C@@H]3[C@@H](CO)O2)CC1
1.5 | CO[C@H](CN(C)CC1CCOCC1)[C@@H](C)CN(C(=O)Nc1ccc(F)cc1)[C@H](C)CO
0.032 | C[C@@H]1CN([C@@H](C)CO)C(=O)c2cc(NC(=O)Nc3ccc(C(F)(F)F)cc3)ccc2O[C@@H](C)CCCCO[C@H]1CN(C)S(=O)(=O)c1ccc(Cl)cc1
-0.56 | C[C@@H]1CN([C@@H](C)CO)C(=O)c2cc(N(C)C)ccc2O[C@H]1CN(C)Cc1ccc(Oc2ccccc2)cc1
-2 | CC(=O)N1[C@H](CNC(=O)C2CC2)[C@@H](c2ccc(-c3ccccc3)cc2)[C@@H]1CO
1.4 | Cc1ccc(-c2ccc([C@@H]3[C@@H](CO)N4C(=O)CN(C(=O)Nc5ccc(F)cc5)C[C@H]34)cc2)cc1
-2.9 | O=C(C[C@H]1CC[C@H]2[C@@H](COC[C@@H](O)CN2Cc2cc(F)cc(F)c2)O1)Nc1nccs1
-1.4 | OC[C@H]1[C@H](c2ccc(-c3cccnc3)cc2)[C@H]2CN(CC3CC3)CCCCN21
1.6 | CC(C)CN(C[C@@H]1N[C@@H](CO)[C@H]1c1ccccc1)C(=O)CN(C)C
-1.7 | N#C[C@@H]1[C@H](c2ccc(C#Cc3ccccc3F)cc2)[C@H](CO)N1C(=O)c1cccnc1
0.082 | O=C(C1CCC1)N1CC2(C1)[C@H](c1ccccc1)[C@H](CO)N2Cc1nccs1
0.032 | C[C@@H]1CCCCO[C@@H](CN(C)S(=O)(=O)c2ccc(F)cc2)[C@@H](C)CN([C@H](C)CO)C(=O)c2cc(N(C)C)ccc2O1
-0.62 | CCC(=O)N1CC2(CCN(C(=O)Nc3ccccc3F)CC2)c2c([nH]c3cc(OC)ccc23)[C@@H]1CO
3.2 | CN(C)C(=O)c1ccc(-c2ccc([C@H]3[C@@H](CO)N4CCCCN(CCC(F)(F)F)C[C@H]34)cc2)cc1
-2.5 | COc1ccc2c3c([nH]c2c1)[C@@H](CO)N(CC1CC1)CC31CN(C(=O)NC2CCCC2)C1
5.4 | CS(=O)(=O)N1[C@H](C#N)[C@@H](c2ccccc2)[C@@H]1CO
-0.31 | O=C(NCCCN1CCOCC1)[C@@H]1[C@@H](CO)[C@@H]2Cn3c(ccc(C4=CCCCC4)c3=O)[C@H]1N2
0.91 | C[C@H](CO)N1C[C@H](C)[C@@H](CN(C)CC2CCCCC2)OCCCC[C@H](C)Oc2ccc(NS(C)(=O)=O)cc2C1=O
0.61 | CCCNC(=O)N1CC2(CN(Cc3cccnc3)C2)c2c(n(C)c3cc(OC)ccc23)[C@@H]1CO
-0.19 | COc1ccc(NC(=O)N2CCC3(CC2)CN(C(=O)C2CCC2)[C@@H](CO)c2c3c3ccc(OC)cc3n2C)cc1
1.1 | CC(C)C(=O)Nc1ccc2c(c1)C(=O)N(C)[C@H]1CC[C@H](CC(=O)Nc3ccc(Cl)cc3)O[C@@H]1CO2
0.47&0.42 | COc1cccc(NC(=O)N2[C@@H]3CNC[C@H]2C3c2ccc(-c3ccncc3)cc2)c1 (some centres not stated)
-0.37 | C[C@@H]1CN([C@@H](C)CO)C(=O)CCCn2cc(nn2)CO[C@@H]1CN(C)Cc1ccccc1
-7* | CN1C(=O)c2cc(NC(=O)c3cnccn3)ccc2OC[C@H]2O[C@@H](CC(=O)N[C@@H]3CCN(Cc4ccccc4)C3)CC[C@@H]21
4.1 | Cc1cccc(-c2ccc([C@H]3[C@H]4CN(S(=O)(=O)c5cccc(F)c5)CC(=O)N4[C@H]3CO)cc2)c1
0.81 | Cc1cccc(-c2ccc([C@H]3[C@@H](CO)N4CCCCN(S(=O)(=O)c5cccs5)C[C@@H]34)cc2)c1
-2 | O=S(=O)(NC[C@H]1[C@@H](c2ccccc2)[C@@H](CO)N1CC1CC1)c1ccccc1
0.88&0.27 | CN(C)C(=O)c1cccc(-c2ccc(C3[C@@H]4CN(Cc5ccccc5F)C[C@H]3N4)cc2)c1 (some centres not stated)
1.4 | O=C(C[C@H]1CC[C@@H]2[C@H](COC[C@H](O)CN2C(=O)c2ccc(F)cc2)O1)N1CCCCC1
-0.73 | Cn1cnc(S(=O)(=O)N2CCCCN3[C@H](CO)[C@H](c4ccc(C5=CCCCC5)cc4)[C@@H]3C2)c1

# Random excerpt: 4 entries already listed, in no set order.
IDE exosite inh | SMILES
1.1 | CC(C)C(=O)Nc1ccc2c(c1)C(=O)N(C)[C@H]1CC[C@H](CC(=O)Nc3ccc(Cl)cc3)O[C@@H]1CO2
1.4 | O=C(C[C@H]1CC[C@@H]2[C@H](COC[C@H](O)CN2C(=O)c2ccc(F)cc2)O1)N1CCCCC1
-7* | CN1C(=O)c2cc(NC(=O)c3cnccn3)ccc2OC[C@H]2O[C@@H](CC(=O)N[C@@H]3CCN(Cc4ccccc4)C3)CC[C@@H]21
4.1 | Cc1cccc(-c2ccc([C@H]3[C@H]4CN(S(=O)(=O)c5cccc(F)c5)CC(=O)N4[C@H]3CO)cc2)c1

# Continued:
IDE exosite inh | SMILES
-1.2 | COc1cccc(C#Cc2ccc3c(c2)O[C@@H](CN(C)C(=O)CN2CCOCC2)[C@H](C)CN([C@H](C)CO)S3(=O)=O)c1
1.3 | COCC(=O)N1CCCCN2[C@@H](CO)[C@@H](c3ccc(-c4ccccc4)cc3)[C@@H]2C1
0.21 | COc1cccc(-c2ccc([C@@H]3[C@H](CO)N4CCCCN(C(=O)c5ccc(F)cc5)C[C@@H]34)cc2)c1
0.17 | CCCC#Cc1ccc([C@H]2[C@@H](CO)N3C(=O)CN(S(=O)(=O)c4ccccc4C)C[C@@H]23)cc1
0.11 | C[C@H](CO)N1C[C@H](C)[C@@H](CN(C)C(=O)Nc2ccc(-c3ccccc3)cc2)OCc2ccccc2-c2ccccc2C1=O
3.8 | CC(C)C#Cc1ccc([C@H]2[C@@H](CO)N3CCCCN(C(=O)c4ccc(F)cc4)C[C@@H]23)cc1
4.1 | O=C(Nc1cccc(F)c1)N1CCCCN2[C@H](CO)[C@@H](c3ccc(-c4ccccc4F)cc3)[C@@H]2C1
1.8 | N#C[C@@H]1[C@H](c2ccc(C#CC3CCCCC3)cc2)[C@H](CO)N1C(=O)c1cccc(F)c1
3.4 | O=C(c1cccnc1)N1CC(=O)N2[C@H](CO)[C@H](c3ccc(C#CCC4CCCC4)cc3)[C@@H]2C1
3.1 | CC(C)NC(=O)N1[C@@H](CO)[C@@H]2c3ccccc3N(C)C[C@@H]21
1.5 | CN1c2ccc(Br)cc2[C@H]2[C@H](CCN2C(=O)C2CCC2)[C@H]1CO
0.3 | COc1ccccc1CNC(=O)C[C@H]1C[C@H]2c3cc(NC(=O)C4CCC4)ccc3O[C@H]2[C@H](CO)O1
0.48 | CN1CCN(C(=O)C[C@@H]2CC[C@@H]3[C@H](COC[C@@H](O)CN3CC3CCCCC3)O2)CC1
2.4 | O=C(c1ccc2c(c1)OCO2)N1CC(=O)N2[C@H](CO)[C@@H](c3ccc(C#CCC4CCCC4)cc3)[C@@H]2C1
0.14 | COCC#Cc1ccc([C@H]2[C@@H](CO)N3C(=O)CN(C(=O)C4CCCCC4)C[C@@H]23)cc1
0.73 | C[C@@H]1CN([C@H](C)CO)C(=O)c2ccccc2-c2ccccc2CO[C@H]1CN(C)S(=O)(=O)c1ccc([N+](=O)[O-])cc1
-0.33 | C/C=C/c1ccc([C@@H]2[C@@H](CO)N(C(C)=O)[C@@H]2CNC(=O)c2ccccc2)cc1
1.7 | COCC(=O)N1[C@H](CO)[C@H](c2ccc(-c3cccc(F)c3)cc2)[C@@H]1C#N
0.086 | Cc1noc(C)c1NC(=O)Nc1ccc2c(c1)C(=O)N([C@@H](C)CO)C[C@H](C)[C@@H](CN(C)Cc1ccc3c(c1)OCO3)OCCCC[C@@H](C)O2
2.7 | CC(C)(O)C#Cc1ccc([C@@H]2[C@@H](CO)N3CCCCN(C(=O)c4ccc(F)cc4)C[C@@H]23)cc1
-0.42 | O=C1[C@@H](Cc2ccc(F)cc2)CCn2cc(nn2)COC[C@H]2CCCN12
-4.4* | OC[C@H]1[C@@H](c2ccc(/C=C/c3ccccc3)cc2)[C@@H]2CN(Cc3cccnc3)CCCCN12
-0.24 | Cn1cnc(CCNC(=O)C[C@H]2CC[C@@H]3[C@H](COC[C@H](O)CN3C(=O)Nc3ccc(C(F)(F)F)cc3)O2)c1
-0.59 | CCCC#Cc1ccc([C@H]2[C@@H](C#N)N(C(=O)CN3CCOCC3)[C@H]2CO)cc1
2.5 | OC[C@H]1[C@H](c2ccc(C#CC3(O)CCCC3)cc2)[C@@H]2CN(Cc3ccncc3)CCCCN12
-0.91 | O=C(c1ccc(F)cc1)N1CC(=O)N2[C@H](CO)[C@H](c3ccc(C#CCC4CCCC4)cc3)[C@@H]2C1
-0.64 | CN(C)C(=O)[C@@H]1[C@@H](CO)[C@@H]2Cn3c(ccc(/C=C/c4ccccc4)c3=O)[C@@H]2N1C(=O)c1cccnc1
-5.8* | O=C(NC1CCCC1)N1CC(=O)N2[C@H](C1)[C@@H](c1ccc(-c3cccnc3)cc1)[C@@H]2CO
